Source: PubChem BioAssay (National Center for Advancing Translational Sciences (NCATS))
FBPA coupling cs = qHTS Assay for Inhibitors of Fructose-1,6-bisphosphate Aldolase from Giardia Lamblia: Coupling assay counterscreen; activity change, negative = inhibition, % at 58.2 µM, hits read low; hit rate 0.67% among 290,000; coupling enzyme system counterscreen, AmpLite Red fluorescence; in the data active = activity change below about -30%; note: % is set by controls: 0 for no effect and ±100 for the full control effect
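Activity here indicates interference with the coupling reaction, not aldolase inhibition. Compounds at 57.5 uM final met coupling enzymes for 10 min at RT; substrate and AmpLite Red detection followed, with a 525/598 nm fluorescence read after 20 min.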
Menin-MLL TR inh = qHTS Assay for Inhibitors Targeting the Menin-MLL Interaction in MLL Related Leukemias: Competition With Texas Red Labeled MLL-derived Mutant Peptide; Menin + Texas Red MLL mutant peptide, fluorescence polarization; Potency, µM (doses to about 61.6 µM), inactives show top-dose FP activity change, negative = inhibition, most hits filed as inhibitors; hit rate 0.23% among 270,000; AID 1768, 2009; active = well fitted inhibition curve with a large enough effect in the polarisation, with a control signal flat, not every such curve was filed as active; inconclusive = small, poorly fitted or top-dose-only effect, or effect the other way, or a change in a side signal; inactive = no such curve, though single readings can be large or run the other way; the % refers to the polarisation; note: potency is the fitted concentration of half-maximal effect; % of control where 0% means no effect; many of its hits are not listed in these tables
Target sequence (O00255 whole entry, looked up): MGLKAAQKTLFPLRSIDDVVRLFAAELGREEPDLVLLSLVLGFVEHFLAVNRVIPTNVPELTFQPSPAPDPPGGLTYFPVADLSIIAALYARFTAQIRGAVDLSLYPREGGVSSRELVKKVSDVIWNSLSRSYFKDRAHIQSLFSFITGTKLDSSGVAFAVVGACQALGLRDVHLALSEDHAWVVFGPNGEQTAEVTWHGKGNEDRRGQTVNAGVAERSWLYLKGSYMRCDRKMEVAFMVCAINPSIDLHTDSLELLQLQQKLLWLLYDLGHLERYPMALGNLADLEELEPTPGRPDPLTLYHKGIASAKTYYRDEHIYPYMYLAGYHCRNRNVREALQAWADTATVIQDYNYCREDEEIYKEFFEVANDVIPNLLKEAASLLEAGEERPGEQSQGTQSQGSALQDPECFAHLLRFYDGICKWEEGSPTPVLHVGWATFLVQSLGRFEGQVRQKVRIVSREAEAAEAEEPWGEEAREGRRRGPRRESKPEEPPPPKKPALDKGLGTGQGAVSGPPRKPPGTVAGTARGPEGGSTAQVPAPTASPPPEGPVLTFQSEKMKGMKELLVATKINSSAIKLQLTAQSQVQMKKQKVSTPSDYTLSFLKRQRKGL
* hit, by the source's call; u = inconclusive; & = joins results of further samples; [ ] = dose if it differs, or a comment.

SMILES	FBPA coupling cs	Menin-MLL TR inh
CC(=O)OC1CCC2(C)C3CCC4(C)C(CC5CCCCC54C(C)=O)C3CC(=O)[C@@]2(O)C1 (stereo partly drawn)	-0.4	-13.2%[24.8 µM]
COc1ccc(CNc2ccnc(-c3ccccc3CN(C)C)n2)c(OC)c1	2.1	u
COCC1=C2c3ccccc3[C@H](C[N+](=O)[O-])C(C(=O)OC)(C(=O)OC)C[C@@H]2n2c(=O)n(-c3ccccc3)c(=O)n2C1	0.4&1.7&2.5	18.4%&-1.1%&-23.5%
O=C(c1ccco1)N1CCC2(CC1)CCN(c1ccc(-c3ccccc3)cc1)CC2	2.1	1.5%
COc1ccc(CC(N)C(=O)N[C@H]2[C@@H](O)[C@H](n3cnc4c(N(C)C)ncnc43)O[C@@H]2CO)cc1 (stereo partly drawn)	-0.1	-10.2%
CN1CCN(c2ncncc2-c2ccoc2)CC1	-1.0	2.3%
CCOC(=O)C1=C(C)NC(C)=C(C(=O)OC)[C@@H]1c1cccc([N+](=O)[O-])c1	0.2	u
COc1ncc2nc(-c3ccc(F)cc3)c(=O)n(CCC#N)c2n1	2.4	13.7%
O=C(CCCCCN1C(=O)c2cccc3cccc(c23)C1=O)NO	1.1	u
CN(Cc1ccco1)c1cc(-c2ccccc2Cl)ncn1	1.4	-1.3%
Cc1cccc(-c2ccc(-c3cc(=O)oc4cc(C)cc(C)c34)cc2)c1	5.1	-10.9%[94.6 µM]
Cn1c(=O)c(CCc2ccccc2)nc2cnc(Nc3ccccc3)nc21	2.2	-2.2%
Cc1noc(C)c1C(=O)N1CCC[C@@]2(CCN(C(c3ccccc3)c3ccccc3)C2)C1	-0.5	-2.8%
C#CCCCCCCCCCCCC(O)CC(O)COC(C)=O (stereo not drawn)	-8.8	u
CC(C)=CCc1c(O)cc(O)c2c1O[C@H](c1ccccc1)CC2=O	3.8	-3.4%[24.8 µM]
Cc1noc(C)c1-c1cncnc1NCc1ccccc1	10.1	-5.3%
CCOC(=O)OCC1OC(C#Cc2ccccc2)C=CC1Oc1cccc(N(C)C)c1 (stereo not drawn)	-0.2	-17.7%[11.7 µM]
CC1=C(C)C[C@@]23CCCN2C(=O)CCC[C@H]3C1	1.4	6.3%[138 µM]
CCNc1ncc2nc(-c3ccccc3)c(=O)n(CCOC)c2n1	0.3	-0.5%
C=C[C@@]1(C)CC[C@H](O)[C@H]2C(=O)CCC[C@@H]21	4.0	13.4%
Cn1c(=O)cnc2cnc(Oc3ccccc3)nc21	-1.0	-2.1%
Cc1ccccc1-c1cncnc1N1CCN(C)CC1	-4.6	u
COc1ccccc1-c1cncnc1Nc1ccccc1	0.0	2.8%
COc1cccc([C@@H]2Oc3ccc(OC)cc3C(=O)[C@H]2OC(=O)NCCOc2ccccc2)c1	0.6	5.7%
CC(=O)N1CCC2(CC1)CN(c1ccccc1)C2	-3.6	-12.0%

Continuation.
SMILES	FBPA coupling cs	Menin-MLL TR inh
COc1cccc(-c2cc(NCc3cccc(C)c3)ncn2)c1	-0.6	-3.1%
O=C(/C=C\C=C/c1ccc2c(c1)OCO2)N1CCCCC1	1.9	6.3%[24.8 µM]
O=C(Oc1ccccc1)N1CCC[C@@]2(CCN(c3ccccc3)C2)C1	-2.4	-1.2%
CCCCCCCCCCCCCCCC(=O)NCC(=O)O	2.9	8.1%
NC(=O)NCC(N)C(=O)O (stereo not drawn)	3.5	7.7%
COc1ccc2c(c1)OCC(Cc1ccc(OC)c(OC(C)=O)c1)C2=O (stereo not drawn)	1.0	1.4%
COC(=O)/C=C/C1c2ccccc2C(OC)C1C (stereo not drawn)	0.1	3.2%[11.7 µM]
Cc1cnc(CNc2nc(-c3ccoc3)nc3ccccc23)cn1	0.8	-15.5%
C=C[C@H](C)[C@](C)(O)c1ccccc1	0.8	-2.0%
CN(C)c1ncc2ncc(=O)n(C3CC3)c2n1	-0.5	-0.5%
CC[C@H](C)[C@H](NC(=O)[C@H](Cc1ccc(O)cc1)NC(=O)[C@H](Cc1cnc[nH]1)NC(=O)[C@H](CCCNC(=N)N)NC(=O)[C@H](CC(C)C)NC(=O)[C@H](C)NC(=O)[C@@H](N)CO)C(=O)N[C@@H](CC(N)=O)C(=O)N[C@@H](CC(C)C)C(=O)N[C@H](C(=O)N[C@H](C(=O)N[C@@H](CCCNC(=N)N)C(=O)N[C@@H](CCC(N)=O)C(=O)N[C@@H](CCCNC(=N)N)C(=O)N[C@@H](Cc1ccc(O)cc1)C(N)=O)[C@@H](C)O)[C@@H](C)CC	-0.9	-6.2%
COC(C1CCCCC1)C(C)C(OCc1cccc(Br)c1)C(C)CO (stereo not drawn)	-0.3	8.1%[11.7 µM]
COc1ccc(CNc2ncnc3ccc(-c4ccc(C(=O)N(C)C)cc4)cc23)c(OC)c1	1.7	3.0%
Cc1noc(C)c1-c1nccc(NCc2cccs2)n1	-10.2	u
Cc1nc2cncnc2n(Cc2ccccc2Cl)c1=O	1.5	-15.9%
N#Cc1cccc(NC(=O)N2CCCC3(CCN(C(=O)c4cc(C(F)(F)F)cc(C(F)(F)F)c4)CC3)C2)c1	-8.0	1.8%
CN1CCN(c2nc(-c3cccc(NS(C)(=O)=O)c3)nc3ccccc23)CC1	-2.0	-21.8%
N#Cc1cccc(NC(=O)N2CCCC3(CCN(C(=O)c4ccco4)CC3)C2)c1	4.0	1.4%
O=C1CCCC=C1[C@@H](O)CCOCc1ccccc1	5.2	0.8%[11.7 µM]
CC(C)CN1CC[C@@]2(CCCN(C(=O)c3ccco3)C2)C1	1.9	-0.9%
COc1ccccc1-c1ccc2ncnc(NCc3cnc(C)cn3)c2c1	2.3	-3.2%
CC(=O)N1CCC[C@@]2(CCN(c3ncccn3)C2)C1	-2.9	9.8%
COc1ncc2nc(-c3cccs3)c(=O)n(Cc3cccs3)c2n1	4.7	-18.1%
CN(Cc1ccco1)c1ncncc1-c1cccc(NS(C)(=O)=O)c1	-1.1	u
c1ccc(COC[C@@H]2CO2)cc1	-2.5	-0.4%

Continuation.
SMILES	FBPA coupling cs	Menin-MLL TR inh
COc1cc2oc(=O)cc(-c3ccc(-c4ccc(NC(C)=O)cc4)cc3)c2c(OC)c1OC	0.0	43.2%[activator]
COC/C=C/C1=CC2=CC(=O)C(C)(O)C(=O)C2=CO1 (stereo not drawn)	5.1	4.8%
N#Cc1cccc(NC(=O)N2CC[C@@]3(CCCN(C(=O)c4cnccn4)C3)C2)c1	0.2	-18.3%
COc1cc(O)cc(OC)c1OC	-32.5*	12.2%
O=C(c1cnccn1)N1CCC2(CC1)CCN(C(c1ccccc1)c1ccccc1)CC2	1.7	-19.8%
COc1ccc(NC(=O)N2CC[C@@]3(CCCN(C(=O)c4ccncc4)C3)C2)cc1	1.1	-1.2%
COc1ccc2[nH]cc(CCNc3ccnc(-c4ccc(N(C)C)cc4)n3)c2c1	-1.3	57.1%[activator]
CCCCCCCC(=O)OC[C@H](CO)OC(=O)CCCCCCC	0.4	-16.1%
CCC(C(=O)O)c1ccccc1 (stereo not drawn)	2.3	1.4%
CC(C)OC(=O)C[C@H](NC(=O)OC(C)(C)C)c1ccccc1	2.4	11.0%[11.7 µM]
O=P1(O)Oc2c(c(-c3ccccc3)cc3ccccc23)-c2c(-c3ccccc3)cc3ccccc3c2O1	5.9	u
CCC[C@H]1C[C@H](C(=O)N[C@H]([C@@H]2O[C@H](SC)[C@@H](O)[C@H](O)[C@@H]2O)[C@H](C)O)N(C)C1	0.6	6.2%[24.8 µM]
COc1cccc([C@@H]2Oc3ccc(Br)cc3C[C@H]2OC(=O)NCCc2ccc(OC)c(OC)c2)c1	0.0	-5.1%
COC(=O)NC(CC(C)=O)c1ccco1 (stereo not drawn)	1.4	4.3%[11.7 µM]
COc1ccccc1CN1CC2(CCN(S(=O)(=O)c3ccccc3)CC2)C1	11.9	-17.7%
CCN1C(=O)[C@H]2[C@H]3[C@H](O)[C@H](O)C/C(=N/OC[C@@H](O)COCc4ccco4)[C@@H]3CC[C@@H]2C1=O	1.5&3.6	-0.6%&13.2%[11.7 µM]
N#Cc1ccccc1OC[C@H](O)CNCCNC(=O)Nc1ccccc1	-5.7	0.3%[24.8 µM]
CC(=O)N[C@@H](CC(C)C)C(=O)O	1.4	-1.2%[24.8 µM]
C=CC1=C(C)C2=Cc3c(C=C)c(C)c4[n]3[Sn+2][n]3c(c(C)c(CCC(=O)O)c3=CC3=NC(=C4)C(C)=C3CCC(=O)O)=CC1=N2	-17.8	u
CN1C[C@H](C(=O)N[C@]2(C)O[C@@]3(O)[C@H]4CCCN4C(=O)[C@H](Cc4ccccc4)N3C2=O)C[C@H]2c3cccc4[nH]cc(c34)C[C@@H]21	-0.6	-5.6%[24.8 µM]
COC1=C(C(=O)c2ccccc2)C(=O)C2(CC=C(C)C)C[C@H](C(=O)OCC(F)(F)F)C(C)(C)[C@@]1(CC=C(C)C)C2=O (tested in a mixture with another compound)	2.5	-4.4%
COc1ncc2ncc(=O)n(C)c2n1	1.1	6.1%
c1ccc2c(Nc3ccncc3)nc(-c3ccc4c(c3)OCO4)nc2c1	-0.8	u
C[Si](C)(C/C=C/CC[C@H](O)C1=CCCCC1=O)c1ccccc1	2.5	-10.2%
CC(C)(C)OC(=O)NCCCC1=CC2=CC(=O)C(C)(OC(=O)c3cccs3)C(=O)C2=CO1 (stereo not drawn)	-0.4	-3.1%

(listing goes on)
SMILES	FBPA coupling cs	Menin-MLL TR inh
CC(=O)OC1CC2C(C)(C)C(=O)CC[C@]2(C)C2CC[C@@]3(C)C(c4ccoc4)OC(=O)C4OC43[C@]12C (stereo partly drawn)	3.1	-5.3%
CC(=O)N[C@@H](CSC(=O)[C@]1([C@@H](O)C(C)C)NC(=O)[C@H](C)[C@@H]1O)C(=O)O	-0.6	-0.8%[11.7 µM]
COc1ccc(-c2nc3cnc(N4CCNCC4)nc3n(CCC#N)c2=O)cc1	1.9	-3.6%
C/C(CCC(=O)OC[C@@H]1O[C@H](C#Cc2ccccc2)C=C[C@@H]1Oc1ccc(C)cc1)=N/OC[C@@H](C)[C@H](OCc1ccccc1)C(C)C	3.5	-2.0%[11.7 µM]
CN(C)c1ccc(-c2nc(NCCc3cnc[nH]3)c3ccccc3n2)cc1	-1.5	-2.4%
CCCNC(=O)OC[C@@H]1O[C@H](CCO/N=C(\C)CCC(=O)OC[C@@H]2O[C@H](c3ccccc3)C=C[C@@H]2Oc2ccc(OC)cc2)C=C[C@@H]1Oc1ccc(OC)cc1	-3.6	-7.3%[11.7 µM]
O=C1C(Nc2ccccc2)=CC(=O)c2ncccc21	-24.5	u
CSCC[C@H](NC(=O)[C@H](CC(C)C)NC(=O)CNC(=O)[C@H](Cc1ccccc1)NC(=O)[C@H](Cc1ccccc1)NC(=O)[C@H](CCC(N)=O)NC(=O)[C@H](CCC(N)=O)NC(=O)[C@@H]1CCCN1C(=O)[C@H](CCCCN)NC(=O)[C@@H]1CCCN1C(=O)[C@H](CCCN=C(N)N)NC(=O)CCCCC1SCC2NC(=O)NC21)C(N)=O (stereo partly drawn)	0.7	5.2%
CCC(C=C[C@@H]1OC(=O)C=C[C@H]1C)=C[C@H](C)CC=CC(C)=C[C@@H](C)C(=O)[C@@H](C)[C@H](O)[C@@H](C)CC(C)=CC(=O)O	-59.1*	-21.9%[2.28 µM]
CN1CCN(c2ccc(Nc3c4ccccc4nc4ccccc34)cc2)CC1	-6.5	7.6%
N#Cc1ccc(CN2CCCC3(CCN(C(=O)c4cccc(F)c4)CC3)C2)cc1	4.6	-11.1%
CC(O)C#C[Si](C)(C)c1ccccc1 (stereo not drawn)	-1.9	8.4%
CCN(c1ccccc1)c1cc(NC)[n+](C)c(C)n1	-0.3	4.2%[24.8 µM]
CC(C)NC(=O)N1CCC2(CC1)CCN(C(=O)c1cccn1C)CC2	2.9	-5.5%
Cc1oc(C)c(C(=O)Nc2ccccc2)c1C	-2.5	1.0%
CCOC(=O)OCC1OC(c2cc(C)cc(C)c2)C=CC1OC(=O)OCC (stereo not drawn)	1.4	-14.0%[11.7 µM]

A run of entries taken from the entries so far, as a working copy:
SMILES	FBPA coupling cs	Menin-MLL TR inh
CC(C)NC(=O)N1CCC2(CC1)CCN(C(=O)c1cccn1C)CC2	2.9	-5.5%
Cc1oc(C)c(C(=O)Nc2ccccc2)c1C	-2.5	1.0%
CCOC(=O)OCC1OC(c2cc(C)cc(C)c2)C=CC1OC(=O)OCC (stereo not drawn)	1.4	-14.0%[11.7 µM]

Complete entries, quoted from the list. Order of values: FBPA coupling cs | Menin-MLL TR inh
`N#Cc1ccc(CN2CCCC3(CCN(C(=O)c4cccc(F)c4)CC3)C2)cc1` as listed: 4.6 | -11.1%
`CC(C)NC(=O)N1CCC2(CC1)CCN(C(=O)c1cccn1C)CC2` as listed: 2.9 | -5.5%
`CC(=O)OC1CC2C(C)(C)C(=O)CC[C@]2(C)C2CC[C@@]3(C)C(c4ccoc4)OC(=O)C4OC43[C@]12C` (stereo partly drawn) as listed: 3.1 | -5.3%
`CCOC(=O)OCC1OC(c2cc(C)cc(C)c2)C=CC1OC(=O)OCC` (stereo not drawn) as listed: 1.4 | -14.0%[11.7 µM]
`CCN(c1ccccc1)c1cc(NC)[n+](C)c(C)n1` as listed: -0.3 | 4.2%[24.8 µM]

A portion of the library, so the mix of outcomes need not match the whole.
